# OX1R antag-1: OX1R (human) antagonism; inhibition, % at 6.6 µM; OX1R-expressing cells, FRET antagonist read-out; AID 485270; O43613; 330,000 compounds, 1.8% hits; in the data active means inhibition mostly above about 38%, no sharp cut-off; inactive means mostly below about 40%;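 further: 0% = agonist challenge alone and 100% = reference antagonist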
# Target sequence (O43613 whole entry, looked up): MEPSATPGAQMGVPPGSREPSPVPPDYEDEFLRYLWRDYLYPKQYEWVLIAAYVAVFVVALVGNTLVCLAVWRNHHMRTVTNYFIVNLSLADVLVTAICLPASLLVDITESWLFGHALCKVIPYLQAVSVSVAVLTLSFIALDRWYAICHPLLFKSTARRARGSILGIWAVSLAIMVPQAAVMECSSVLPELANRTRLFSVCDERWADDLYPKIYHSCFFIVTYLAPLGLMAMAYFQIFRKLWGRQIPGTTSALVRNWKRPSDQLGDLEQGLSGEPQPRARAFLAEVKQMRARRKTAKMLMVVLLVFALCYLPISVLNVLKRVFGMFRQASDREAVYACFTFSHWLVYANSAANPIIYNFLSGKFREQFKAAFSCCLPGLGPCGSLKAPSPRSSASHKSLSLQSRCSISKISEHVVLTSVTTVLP
# OX1R antag-2: human HCRTR1 antagonism. AID 434989. 330,000 compounds, 0.43% hits. inhibition, % at 5 µM. CHO/OX1R cells, Fluo-8 calcium fluorescence, orexin A;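 active means inhibition above its plate's threshold, mean inhibition of all tested compounds on the plate plus 3 SD, cut at about 37% in these data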;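 further: 0% = orexin A challenge wells and 100% = SB-334867-A antagonist wells; not every result past the cut was called active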
# * = called active by the depositor. Hits appear at their usual frequency; about 2% have a hit in one of these screens.
SMILES,OX1R antag-1,OX1R antag-2
Cc1ccccc1CN1CCN(C(C)C(=O)NCc2ccccc2)CC1 (centres undefined),4.5,-33.3
C/C(=N\NC(=O)c1ccc(Br)cc1)c1ccccc1,16.0,-11.1
CC(=O)NCCC(=O)N1CCCC(C(=O)c2ccc3c4c(cccc24)CC3)C1 (centres undefined),20.1,-12.7
O=C(C1CCC(C(=O)N2CCCCC2)CC1)N1CCCCC1 (centres undefined),1.5,-16.6
O=C(N[C@@H](Cc1ccc(O)cc1)C(=O)O)c1cccnc1,9.8,-13.8
O=C1C2C3CCC(CC3)C2C(=O)N1c1ccccc1 (centres undefined),-15.2,10.5
O=C(COC(=O)c1cc[n+]([O-])cc1)Nc1ccc(Cl)cc1[N+](=O)[O-],72.8,3.9
C/C(CC(=O)Nc1ccc(Cl)cc1C(F)(F)F)=N\NC(N)=S,7.5,-16.9
C[C@@]12C(=O)N(c3ccc(Cl)cc3)C(=O)N1[C@@H]1c3ccccc3OC[C@@H]1[C@H]2c1ccccc1,10.6,0.6
O=S(=O)(Nc1ccc(-c2cn3ccccc3n2)cc1)c1ccccc1,31.7,-16.1
CCN(CC)CCCOC(=O)C(c1ccccc1)c1ccccc1,0.2,-5.6
CCOc1ccccc1-n1nnnc1SCC(=O)NCc1ccco1,10.4,-18.6
CCOC(=O)C(CSCC(=O)c1ccc(Br)cc1)NC(=O)OC(C)(C)C (centres undefined),0.5,-15.6
O=C(OCC(=O)N1CCCC1)c1cccs1,1.1,-6.1
O=C(NNC(=O)c1cccnc1SCc1cccc([N+](=O)[O-])c1)c1cccnc1,18.6,-6.3
CCc1sc(N2C(=O)C3C4CCC(C4=C(C)C)C3C2=O)nc1-c1ccccc1 (centres undefined),38.0*,22.8
O=C(CCCCn1c(=O)[nH]c2ccccc2c1=O)NCc1ccc2c(c1)OCO2,23.8,-30.8
CCCc1nc2oc3c(NCC4CCCO4)ncnc3c2c2c1COC(C)(C)C2 (centres undefined),6.7,-13.6
Cc1cccc(OCC(=O)NCC(=O)N/N=C/c2ccc([N+](=O)[O-])cc2)c1,34.1,0.0
O=C(N/N=C/c1ccc(Br)s1)c1ccco1,9.9,5.5
Cc1ccc2c(c1)NC(=O)C(CC(=O)NCc1cccnc1)O2 (centres undefined),5.5,-3.6
Cc1ccccc1OCc1nnc2c3cnn(C)c3ncn12,9.0,-12.7
CC1(C)C(c2cccs2)=[N+]([O-])C2(CCCCC/C2=N\O)N1O (centres undefined),11.5,-2.0
COc1ccc(CCC(=O)Nc2ccc3c(c2)OCO3)cc1OC,14.2,-18.1
COc1ccccc1N1CCN(Cc2nnnn2CCc2ccccc2)CC1,8.9,-24.2
COc1ccccc1C(=O)NCC(c1ccco1)N1CCc2ccccc21 (centres undefined),15.5,-35.1
Cc1sc(N)nc1-c1cccs1,55.0,13.1
C=CCNC(=O)c1ccccc1NS(=O)(=O)c1ccccc1,5.5,-8.6
Cc1oc(C)c2c(=O)ccc3c(c12)OC(N)=C(C#N)C3c1ccccc1Cl (centres undefined),16.0,-12.2
O=S1(=O)NC(C2CC2c2ccccc2)CCO1 (centres undefined),29.1,-30.4
CCOc1ccc(OCC)c(S(=O)(=O)NCCCN2CCOCC2)c1,3.7,-34.4
O=C(C(=O)N1CCCc2ccccc21)c1cn(CC(=O)N2CCOCC2)c2ccccc12,1.6,-24.3
Cc1cccc(NC(=O)Cn2c(=O)n(Cc3ccccc3)c(=O)c3c(C)c(C)sc32)c1,6.0,-23.8
CCOC(=O)N1CCN(S(=O)(=O)c2ccc3c(c2)OCC(=O)N3)CC1,18.1,-27.9
Nc1ccc(C(O)(C(F)(F)F)C(F)(F)F)cc1,-4.4,-10.8
CCOc1ccc(S(=O)(=O)NCc2cccnc2)cc1C(C)C,26.2,-16.8
CN(C)C1=NC[C@H](Cc2ccccc2)N1CCCC1CCCCC1,15.1,-9.2
Cn1c(N)c(C(=O)c2cc(-c3ccncc3)nc3ccccc23)c(=O)n(C)c1=O,14.6,-10.8
CCOc1ccc(S(=O)(=O)N(CC(=O)NCC2CCCO2)c2ccc(F)cc2)cc1 (centres undefined),-0.3,-27.8
CCC1Nc2ncnc(N3CCOCC3)c2N(Cc2ccc(Cl)cc2)C1=O (centres undefined),5.5,-18.1

# With a hit mark in OX1R antag-1, of those listed so far:
SMILES,OX1R antag-1,OX1R antag-2
CCc1sc(N2C(=O)C3C4CCC(C4=C(C)C)C3C2=O)nc1-c1ccccc1 (centres undefined),38.0*,22.8

# Following part:
SMILES,OX1R antag-1,OX1R antag-2
COc1cc(-n2c(=O)c3ccccc3n(CC(=O)c3ccc(Br)cc3)c2=O)cc(OC)c1OC,10.2,-20.4
COc1cc(C(=O)NCCN2CCN(C(=O)c3cc(OC)c(OC)c(OC)c3)CC2)cc(OC)c1OC,14.2,-8.6
O=C(O)CSc1nc2ccccc2c(=O)[nH]1,13.4,-17.9
Cc1ccc(S(=O)(=O)Oc2ccc(C)cc2/C=N/N=C2\NC(=O)C(C)S2)cc1 (centres undefined),18.1,-32.9
O=C(Nc1ccc2c(c1)OCCO2)C1CCN(S(=O)(=O)c2cccc3nsnc23)CC1,16.3,-20.2
Cc1ccc(C(=O)Nc2ccccc2Cl)cc1,10.2,-13.3
Cc1c(C(=O)O)cnc2c([N+](=O)[O-])cnn12,55.4,-6.2
NC(=O)CC(NC(=O)Cc1ccc(Br)cc1)c1ccc(NC2CC3CCC2C3)c([N+](=O)[O-])c1 (centres undefined),13.7,-36.4
CCc1ccc(NC(=O)c2c(Cl)nc(C)c(Cl)c2C)cc1,34.9,-21.8
Cc1ccc(C=NNC(=O)c2cc(-c3cccnc3)nc3ccccc23)o1,8.1,-29.1
O=C(COc1ccc(S(=O)(=O)NC2CCCC2)cc1)NCC1CCCO1 (centres undefined),8.8,-24.3
Cc1ccccc1-n1nnnc1SC(C)C(=O)Nc1ccc(N2CCN(C)CC2)cc1 (centres undefined),5.0,-12.1
O=C(COC(=O)C1CCC1)Nc1ccc(OC(F)F)cc1,6.6,0.8
COc1cc(/C=C/C(=O)O)cc(S(=O)(=O)N2CCc3ccccc3C2)c1OC,8.9,-22.4
CCOC(=O)N1CCC(=NNc2ncc(C(F)(F)F)cc2Cl)CC1,24.3,-0.6
O=C(Nc1ncc2c(n1)-c1ccccc1CC2)c1cccs1,31.5,-25.6
CCc1nnc(NS(=O)(=O)c2ccc(NC(=O)c3cc(Cl)ccc3Cl)cc2)s1,-2.0,-21.1
COC(=O)C1=C2c3[nH]c4ccccc4c3CCN2C(=O)CC1,21.8,-9.3
Cc1cccc(C(=O)N2CCC(=O)N(C(COCc3cccc(Cl)c3)Cc3ccccc3)CC2)c1 (centres undefined),26.8,-39.0
COc1ccc([C@H]2CC(=O)C=C(c3cccc(F)c3OC)C2)cc1,4.2,-12.7

# Looked up by compound from above (3):
SMILES,OX1R antag-1,OX1R antag-2
COc1cc(-n2c(=O)c3ccccc3n(CC(=O)c3ccc(Br)cc3)c2=O)cc(OC)c1OC,10.2,-20.4
Cc1ccc(C(=O)Nc2ccccc2Cl)cc1,10.2,-13.3
Cc1ccc(S(=O)(=O)Oc2ccc(C)cc2/C=N/N=C2\NC(=O)C(C)S2)cc1 (centres undefined),18.1,-32.9

# Compound profiles, from the list above. Screens in order: OX1R antag-1, OX1R antag-2
# Results for CN(C)C1=NC[C@H](Cc2ccccc2)N1CCCC1CCCCC1 → 15.1, -9.2
# Results for Cc1ccccc1CN1CCN(C(C)C(=O)NCc2ccccc2)CC1 (centres undefined) → 4.5, -33.3
# Results for COC(=O)C1=C2c3[nH]c4ccccc4c3CCN2C(=O)CC1 → 21.8, -9.3
# Results for CCc1sc(N2C(=O)C3C4CCC(C4=C(C)C)C3C2=O)nc1-c1ccccc1 (centres undefined) → 38.0*, 22.8

# Later entries
SMILES,OX1R antag-1,OX1R antag-2
CCOC(=O)c1ccc(NC(=O)CCNC(=O)c2ccc([N+](=O)[O-])cc2)cc1,6.9,-13.5
Oc1ccccc1N=N/C(=N/Nc1ccccc1O)c1ccccc1,16.3,-11.1
COc1cc(OC)c(OC)cc1CNc1cc(C)ccc1OC,20.6,-35.8
CCOc1cc2[nH]c(=O)n(Cc3cccc(OC)c3)c(=O)c2cc1OCC,14.9,-35.9
O=C1OCCN1C(=O)[C@H]1[C@H](c2ccc(Cl)cc2)C(c2ccc(F)cc2)=NN1c1ccccc1,3.8,-1.8
CCOC(=O)c1ccc(N/C=C/C(=O)c2ccco2)cc1,13.4,-5.4
Cc1nc(SCC(=O)Nc2ccc3c(c2)OCCO3)nc(C)c1C,14.5,-15.7
CCCOc1ccc(/C(O)=C2/C(=O)C(=O)N(CCCOC)C2c2ccncc2)cc1 (centres undefined),12.5,-10.4
COc1ccc(CCNC(=O)c2ccc(N(C)S(=O)(=O)c3ccc(C)cc3)cc2)cc1OC,23.6,-12.7
CCn1c(CNC(=O)Cc2ccc(OC)cc2)nnc1SCC(=O)c1ccc(Br)cc1,4.7,-8.8
CCOC(=O)C1CCN(C(=O)CNC(=O)c2nn(-c3ccc(OC)c(OC)c3)c(=O)c3ccccc23)CC1,24.9,-36.8
CCCCC(=O)Nc1ccc(N2CCN(C(=O)c3ccco3)CC2)cc1,7.8,-7.8
Cc1cc(NC(=O)c2nn(C)c(C)c2[N+](=O)[O-])no1,13.5,6.5
Cc1cc(C)n(-c2ccc(N3CCOCC3)nn2)n1,2.4,-2.7
Cc1ccsc1/C=N/Nc1nc2ccccc2s1,19.5,-17.2
CSc1ccc(CNC(=O)c2ccc(NC(=O)C3=CSCCO3)cc2)cc1,11.4,15.5
Cc1c(C(=O)c2ccc([N+](=O)[O-])cc2)c(=O)n(C)c(=O)n1C,73.8*,-8.9
CCC1CCCCN1C(=S)NC1CCCCC1 (centres undefined),4.1,-17.2
O=C(CN(c1ccc(Cl)c(C(F)(F)F)c1)S(=O)(=O)c1ccccc1)N1CCOCC1,33.4,-18.2
COC(=O)c1ccsc1NC(=O)CCS(=O)(=O)c1ccccc1,15.9,-12.2

# Structural class, the entries above with a thiophene ring, fused or not.
SMILES,OX1R antag-1,OX1R antag-2
O=C(OCC(=O)N1CCCC1)c1cccs1,1.1,-6.1
O=C(N/N=C/c1ccc(Br)s1)c1ccco1,9.9,5.5
CC1(C)C(c2cccs2)=[N+]([O-])C2(CCCCC/C2=N\O)N1O (centres undefined),11.5,-2.0
Cc1sc(N)nc1-c1cccs1,55.0,13.1
Cc1cccc(NC(=O)Cn2c(=O)n(Cc3ccccc3)c(=O)c3c(C)c(C)sc32)c1,6.0,-23.8
O=C(Nc1ncc2c(n1)-c1ccccc1CC2)c1cccs1,31.5,-25.6
Cc1ccsc1/C=N/Nc1nc2ccccc2s1,19.5,-17.2
COC(=O)c1ccsc1NC(=O)CCS(=O)(=O)c1ccccc1,15.9,-12.2

# Following part:
SMILES,OX1R antag-1,OX1R antag-2
CSc1cccc(CNC(=O)C2CCC(=O)N(CCc3ccccn3)C2)c1 (centres undefined),8.1,-11.5
Cc1ccccc1C(=O)NCC(=O)NC1CC1,4.4,-6.9
CC(C)(C)c1ccc(C(=O)N2CCCC2c2cccs2)cc1 (centres undefined),-1.4,-23.8
CCCCn1c(NS(=O)(=O)c2ccc(C)cc2)c(S(=O)(=O)c2ccccc2)c2nc3ccccc3nc21,24.6,-8.2
COc1ccc(C(CC(=O)N2CCCCC2)c2c(O)cc(OC)cc2OC)cc1 (centres undefined),14.2,-13.6
CCOc1cccc(C(=O)NNC(=O)CCC(=O)O)c1,10.4,-4.2
Cc1ccc2nc(SCC(=O)Nc3ccc4c(c3)OCCO4)[nH]c2c1,13.3,-20.1
Cc1ccc(Oc2ccc(NC(=O)c3ccco3)cc2)cc1,23.5,-5.6
O=C(NCC(=O)N(CC1CCCO1)C(C(=O)NC1CCCC1)c1ccc(F)cc1)c1ccco1 (centres undefined),29.4,-25.7
COc1ccc(CC(=O)Nc2ccccc2N2CCCC2)cc1OC,22.1,-13.3
CCCCCCCCCCCCCCCC[n+]1ccc(/C=N/O)cc1,37.8,57.8*
COc1ccccc1CNC(=O)C(=O)NCCC1CCCCN1S(=O)(=O)c1cccs1 (centres undefined),30.9,10.9
Nc1nnc(-c2cccc(F)c2)s1,18.6,5.4
O=C(CC(=O)NCc1cccnc1)NCc1cccnc1,7.3,-6.8
Cc1ccc(SCC(=O)NNC(=O)C2CCCCC2)cc1,1.6,-7.0
CCOc1ccc(NC(=O)CN(C)C(=O)c2cc(S(=O)(=O)N3CCCCCC3)ccc2OC)cc1OCC,0.2,-30.1
O=C(NCCc1ccccc1F)C1CCC(=O)N(Cc2ccccc2F)C1 (centres undefined),2.6,-26.3
CC(=O)Nc1ccc2c(c1)nc(C)n2-c1ccccc1,17.3,8.2
CC(=O)N(c1ccc(C)cc1)S(=O)(=O)c1ccc(Cl)cc1,6.3,-30.3
CC1CCCC(NC(=O)COC(=O)CCC(=O)c2cccs2)C1C (centres undefined),8.9,-9.7
Cc1cnc(C(=O)Oc2cccc(Cl)c2Cl)cn1,2.8,-9.4
